# Screening data (PubChem BioAssay)
# zfTRPN1 agonist – activates the zebrafish TRPN1 channel; activation, % at 3 µM; HEK293 zebrafish TRPN1-YFP, Fluo-8 calcium fluorescence; 100% = response to 87 µM carbachol; 220,000 tested, 0.18% active; AID 1424;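 active = activation above its plate's cutoff, the mean activation of test wells on that plate plus 3 SD, cut at about 19% in these data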;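 note: 0% = DMSO alone and 100% = 87 µM carbachol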
#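 Material: zebrafish TRPN1-YFP in HEK293 cells; Doses: single test compound dose, 3 µM nominal, 0.3% DMSO; Timing: dye loading 1 h at 37 °C, then 30 min room temperature; Technique: intracellular calcium fluorescence with Fluo-8; Benchmarks: high carbachol 87 µM, low DMSO alone.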
# EP2 mod – modulates human prostaglandin E2 receptor EP2 signaling; P43116; EP2-expressing cells, cAMP HTRF FRET, PGE2 co-stimulation; induction, % at 25 µM; 260,000 tested, 0.83% active; AID 940;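 active = compounds whose cAMP rise, as percent of the full-agonist control response, exceeds 60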;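 note: rat C6 glioma line stably carrying human EP2 under a CMV promoter; the protocol text gives 20 µM as final concentration; 100% = response of wells given 1 µM PGE2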
# Target sequence (P43116 whole entry, looked up): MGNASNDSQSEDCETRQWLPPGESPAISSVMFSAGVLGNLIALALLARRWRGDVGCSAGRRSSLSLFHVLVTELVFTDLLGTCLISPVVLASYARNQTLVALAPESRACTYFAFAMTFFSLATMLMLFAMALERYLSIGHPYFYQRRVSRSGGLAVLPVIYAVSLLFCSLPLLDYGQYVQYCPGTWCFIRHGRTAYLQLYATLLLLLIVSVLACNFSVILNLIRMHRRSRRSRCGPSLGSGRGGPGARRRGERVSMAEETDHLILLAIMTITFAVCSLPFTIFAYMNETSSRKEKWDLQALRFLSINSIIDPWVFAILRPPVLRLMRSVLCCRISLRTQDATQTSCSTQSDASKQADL
# NPY Y1 blocker – NPY-Y1 (human) receptor antagonism | HEK293-CNG Y1 cells, membrane potential fluorescence; NPY at EC95, then isoproterenol | inhibition, % at 3.6 µM | 200,000 tested, 1% active;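 active = inhibition above the campaign mean inhibition of all tested compounds plus 3 SD, cut at about 20% in these data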;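 note: 0% = DMSO wells given NPY plus isoproterenol and 100% = isoproterenol alone without NPY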
# Target sequence (P25929 whole entry, looked up): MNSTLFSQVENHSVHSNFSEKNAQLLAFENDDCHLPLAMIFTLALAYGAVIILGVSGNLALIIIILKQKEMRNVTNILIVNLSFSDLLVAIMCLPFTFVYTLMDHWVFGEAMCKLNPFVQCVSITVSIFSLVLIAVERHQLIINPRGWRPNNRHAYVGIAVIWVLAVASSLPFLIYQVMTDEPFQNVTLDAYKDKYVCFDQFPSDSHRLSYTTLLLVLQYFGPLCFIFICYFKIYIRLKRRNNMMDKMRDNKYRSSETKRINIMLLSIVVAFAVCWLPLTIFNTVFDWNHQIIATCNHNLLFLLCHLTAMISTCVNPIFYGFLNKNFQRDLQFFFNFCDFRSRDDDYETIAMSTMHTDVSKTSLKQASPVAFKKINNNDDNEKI
#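 Material: HEK293 Y1/CNG channel cell line | Also added: NPY (25 nM), isoproterenol (1 µM), Ro 20-1724 (25 µM) | Compound: One concentration, 3.6 µM, in 0.4% DMSO | Schedule: 3 h dye uptake, 1 h room-temperature compound, 45 min post-isoproterenol | Signal: Membrane-potential fluorescent dye readout | Read-out: % inhibition of NPY effect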
# 14-3-3 Bad PPI – disrupts binding of bovine 14-3-3 zeta to phospho-Bad peptide. P63103. TR-FRET 14-3-3zeta/Dy647-pBad peptide displacement, 1 h. inhibition, % at 21.7 µM. 220,000 tested, 0.71% active;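 active = inhibition above about 70%, limit read from the data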;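 note: 0% = full 14-3-3 plus peptide FRET controls and 100% = background without 14-3-3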
# Target sequence (P63103 whole entry, looked up): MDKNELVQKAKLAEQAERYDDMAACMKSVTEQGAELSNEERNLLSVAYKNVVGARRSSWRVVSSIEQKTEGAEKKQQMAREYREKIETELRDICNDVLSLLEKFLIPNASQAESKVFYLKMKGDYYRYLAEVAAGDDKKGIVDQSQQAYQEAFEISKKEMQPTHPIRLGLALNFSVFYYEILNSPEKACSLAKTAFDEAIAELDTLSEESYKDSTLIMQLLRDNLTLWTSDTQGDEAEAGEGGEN
# NPY1 pot ag – potentiators or agonists of human neuropeptide Y receptor Y1; P25929; NPY-Y1 expressing cells, potentiator/agonist activation; activation, % at 3.6 µM; 220,000 tested, 0.37% active; in the data active = activation above about 33%, passing the limit was not always enough;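 note: cells stimulated with NPY at EC10 then isoproterenol at EC100; 0% = low agonist plus stimulus and 100% = saturating agonist plus stimulus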
# CHOP inh – blocks CHOP induction under ER stress; CHO-K1 CHOP-promoter luciferase, tunicamycin-induced, 15-18 h; inhibition, % at 10 µM; 220,000 tested, 3.8% active; AID 2732;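 active = compounds that reduced the stress-induced luciferase reporter signal by more than about 70% of percent inhibition, limit read from the data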;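 note: 0% = tunicamycin plus vehicle and 100% = wells without tunicamycin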
# PGE2 EP2 inh – EP2 receptor (human) inhibition. 260,000 tested, 0.52% active. C6 glioma cells expressing human EP2, cAMP TR-FRET; cells stimulated with saturating PGE2. P43116. inhibition, % at 25 µM;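 active = percent inhibition above 40 after rounding to a whole number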;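 note: rat C6 glioma host cells with rolipram phosphodiesterase inhibitor present; the protocol text gives 20 µM as final concentration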
# TRPML3 agonist – agonists of human TRPML3 channel. HEK293 TRPML3-YFP, Fluo-8 calcium fluorescence; 100% = the carbachol control signal. activation, % at 3 µM. 220,000 tested, 0.29% active. AID 1448;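 active = activation above its plate's cutoff, the mean activation of the plate's test wells plus 3 SD, cut at about 12% in these data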;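 note: 0% = DMSO only wells and 100% = carbachol wells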
#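 system = HEK293 cells stably carrying human TRPML3-YFP | doses = one concentration, 3 µM nominal, 0.3% DMSO | timing = dye loading 1 h 37 °C then 30 min ambient, 125 s read | detection = Fluo-8 calcium dye fluorescence, ex 470-495, em 515-575 nm | benchmarks = high control carbachol 87 µM, low control DMSO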
# PPC-1+TRAIL kill – kills PPC-1 cancer cells in the presence of TRAIL. 220,000 tested, 0.41% active. cell killing (% activity), % at 4 µM. PPC-1 cells + TRAIL, ATPLite viability luminescence;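 active = cell killing above 50% in the first pass at 4 µM, then a duplicate retest at 5 µM averaging 50% or more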;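 note: plate controls were cells with TRAIL plus DMSO for no effect and medium-only wells lacking cells for full effect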
# * hit, by the source's call; . = not tested or not shown; [ ] = remark or other dose. An excerpt. The share of hits here may be higher or lower than overall.
SMILES,zfTRPN1 agonist,EP2 mod,NPY Y1 blocker,14-3-3 Bad PPI,NPY1 pot ag,CHOP inh,PGE2 EP2 inh,TRPML3 agonist,PPC-1+TRAIL kill
O=C(c1cc2c(=O)n3ccccc3nc2s1)N1CCOCC1,1.5,.,3,.,7,.,.,0.5,2
CC(C)CC(=O)Nc1ccc(S(=O)(=O)NCc2ccco2)cc1,-0.7,0,0,8,-30,19,10,0.1,1
O=C(CCCn1cc([N+](=O)[O-])cn1)NCc1ccccc1,0.3,6,0,-2,0,-10,0,-0.5,-2
Cc1ccc(-n2c(SCc3nc4ccccc4c(=O)[nH]3)nnc2-c2ccccc2O)cc1,-0.3,6,5,11[fluorescence artefact?],4,0,8,-0.3,15
O=C(CSc1cccc[n+]1[O-])Nc1c(Br)cc([N+](=O)[O-])cc1Br,-0.2,27,-6,3,-13,10,8,0.6,21
O=C(Nc1cccnc1)c1c(O)c2cccc3c2n(c1=O)CC3,1.2,3,3,-14[fluorescence artefact?],3,80*,27,1.0,16
Cc1cc(C(=O)Nn2c(-c3ccncc3)nc3ccccc3c2=O)ccc1[N+](=O)[O-],1.2,28,6,-11,-6,6,9,1.5,.
Cc1cc(C(=O)COc2ccccc2C(N)=O)c(C)n1C1CC1,2.2,-6,0,-18,-10,-2,4,3.8,-1
COc1ccc(CCN2C(=O)NC(NC(=O)CCc3ccccc3)(C(F)(F)F)C2=O)cc1OC (configuration not stated),-0.2,13,11,-4,-42,39,7,0.4,-2
O=C(Nc1cccc2nsnc12)c1ccc2c(c1)OCO2,-0.5,5,4,-5,2,-25,17,-0.1,-4
Cc1ccc(-n2nnc(-c3nccs3)n2)cc1,-1.3,4,-1,-2,6,78*,11,0.4,82*[5 µM]
COc1ccc(NC(=O)CC2SC(=NCC3CCCO3)NC2=O)cc1 (configuration not stated),0.3,-3,-1,4[fluorescence artefact?],-3,18,1,0.9,5
CCS(=O)(=O)N1N=C(c2cccc(NS(C)(=O)=O)c2)CC1c1ccccc1 (configuration not stated),1.2,-3,-3,5,-17,-1,4,0.9,10
COc1ccc(CCNC(=O)CCCNC(=O)Cn2cnc3sc(C)c(C)c3c2=O)cc1OC,-0.4,-1,1,-5,-2,10,1,-0.2,11
Cn1c[n+](C)cc1/C=N/O,0.4,-1,3,18[fluorescence artefact?],7,-3,10,0.6,12
CCC(/C=C1\Sc2ccc(OC)cc2N1CCO)=C\c1sc2ccc(OC)cc2[n+]1CCO,2.4,-95,6,-33,-9,55,34,0.2,16
COc1cc(OC)cc(C(=O)NC2CCN(CC(=O)Nc3cccc4ccccc34)CC2)c1,-1.7,-58,-7,-8[fluorescence artefact?],-28,-2,14,-0.4,21
c1ccc(-c2ncc(-c3ccn[nH]3)s2)cc1,0.6,-33,0,-2,16,1,10,1.5,24
NC(=S)NN=C1c2cc(S(=O)(=O)N3CCOCC3)ccc2-c2ccc(S(=O)(=O)N3CCOCC3)cc21,0.4,-7,-3,-3[fluorescence artefact?],-20,-9,7,0.5,-18
Cc1cccc(OCC(O)Cn2c(-n3nc(C)cc3C)nc3c2c(=O)[nH]c(=O)n3C)c1 (configuration not stated),0.6,-6,-1,-2,14,73*,14,-0.4,22
COc1ccc(CNC(=O)C2CCC(CNc3c(N4CCCCC4)c(=O)c3=O)CC2)cc1 (configuration not stated),1.4,1,.,-6,-6,-1,11,1.0,-3
CCN(CC)CCNC(=O)NC(=O)c1ccc(Cl)cc1,0.9,13,2,1[fluorescence artefact?],-6,-5,9,0.7,2
Cc1ccc(N2CCN(S(=O)(=O)c3ccc(F)cc3)CC2)c(C)c1,-1.2,-10,2,8,-24,47,1,10,4
CC(=O)c1nc2ccccc2n1S(=O)(=O)c1ccc(Cl)cc1,-0.2,29,5,42[fluorescence artefact?],-2,-14,3,0.2,15
CC1CC(C)CN(S(=O)(=O)c2ccc(C(=O)N(c3ccccn3)C3CCCCC3)cc2)C1 (configuration not stated),-1.3,12,31*,3,-15,-11,6,0.4,32
COc1ccccc1CNC(=O)c1cc2c(=O)[nH]c3ccccc3c2n1C,-0.9,-14,-3,0,-4,21,3,0.8,18
Cc1ccc(S(=O)(=O)c2c(N)n(/N=C/c3ccco3)c3nc4ccccc4nc23)cc1C,1.8,31,2,-4[fluorescence artefact?],-2,25,13,0.1,12
CC1=NCC(C)c2c1[nH]c1ccccc21 (configuration not stated),-0.1,2,2,38,-21,-1,14,0.2,-5
O=S(Cc1ccc(Cl)cc1)c1ncc(CO)n1Cc1ccccc1 (configuration not stated),1.8,-3,-2,-6,12,7,3,2.0,-3
Cc1c(C(=O)N2CCN(c3ccccc3)CC2)sc2ncnc(N3CCN(c4ccccc4)CC3)c12,0.3,.,0,.,4,.,.,0.1,.
CC(NC(=O)c1cccc(Br)c1)c1ccccc1 (configuration not stated),-0.3,-4,4,-10,6,24,5,-0.1,0
CCC(C)NS(=O)(=O)c1ccc(OCC(=O)Nc2ccc3c(c2)OCO3)cc1 (configuration not stated),0.6,2,-3,-6,-7,32,3,0.8,-6
COc1ccc(S(=O)(=O)N2CCC(C(=O)N3CCCCC3)CC2)cc1Cl,1.5,-30,3,10,11,48,11,1.0,-10
C/C(CCS(=O)(=O)c1ccccc1)=N/O,1.0,-14,2,11,-6,10,0,0.1,4
Cc1ccccc1OCC(=O)NCCN1CCCC1,0.1,-9,0,16[fluorescence artefact?],-7,-15,30,0.3,2
CCOc1ccccc1Nc1nc(-c2sc(NC(=O)c3cccc(Cl)c3)nc2C)cs1,0.9,-4,6,71*,17,76*,21,0.5,2
O=C(CN1CCCC1)Nc1cc(F)ccc1F,0.5,19,3,-12,-15,18,2,1.0,3
Cc1ccc(S(=O)(=O)N2CCCC(C(=O)NCCC(C)C)C2)cc1 (configuration not stated),0.9,15,2,-1,14,12,3,0.4,23
Cc1nc(Nc2nc3ccccc3o2)nc(C)c1C,0.4,-8,4,-7,20,-22,3,0.6,20
N#Cc1ccc(S(=O)(=O)N2CCCN(c3ccc(C(F)(F)F)cn3)CC2)cc1,-1.1,-22,.,2,-8,16,6,-0.5,13
Cc1ccc(S(=O)(=O)CCc2nnc(N)s2)cc1,-0.2,-8,-4,8,4,4,7,0.0,-11
Cc1ccc(N=C2NC(=O)/C(=C/C=C/c3ccco3)S2)cc1C,1.0,-2,7,-9,-16,84*,13,0.3,6
CCOc1cc(CNC(CC)CO)ccc1OCC(=O)Nc1cccc(C(F)(F)F)c1 (configuration not stated),2.1,-50,7,-2,-22,16,9,1.6,-4
S=c1nc2ccccc2c2nc(-c3cccnc3)[nH]n12,1.0,25,.,-2,8,-23,3,0.4,6
Cc1cc(C)n2c(SCC(=O)N(C)C3CCCCC3)nnc2n1,1.0,19,3,-13,4,7,10,0.7,-2
CN=C1SC(CC(=O)Nc2ccc(F)cc2F)C(=O)N1/N=C(\C)c1cccc(OCC(=O)O)c1 (configuration not stated),-0.3,-11,.,-5,-18,4,4,0.0,-3
COc1ccc(CN(C)C(C)C(=O)Nc2ccc(S(=O)(=O)N3CCCC3)cc2)c(OC)c1OC (configuration not stated),2.1,-54,4,-7,5,36,9,2.5,36
CCN(CCNS(=O)(=O)c1ccc2[nH]c(=O)sc2c1)c1ccccc1,-0.4,3,-5,0[fluorescence artefact?],-2,17,10,8.1,2
O=C(CSc1nc2ccccc2o1)NCCOc1ccccc1,1.3,-6,10,-1,-46,49,0,-0.1,19
COCCNc1c(-c2cc3ccc(C)c(C)c3[nH]c2=O)nc2ccccn12,3.1,-66,-5,3,8,-20,9,1.0,14
# The list goes on:
SMILES,zfTRPN1 agonist,EP2 mod,NPY Y1 blocker,14-3-3 Bad PPI,NPY1 pot ag,CHOP inh,PGE2 EP2 inh,TRPML3 agonist,PPC-1+TRAIL kill
O=C(O)CSc1nc(-c2cccs2)cc(C(F)(F)F)n1,0.1,11,-3,11,-18,8,5,0.3,21
CCN(/C=N/c1sc2c(c1C#N)CC(C)(C)NC2(C)C)CC,-0.4,18,-2,-6[fluorescence artefact?],8,13,11,0.6,-6
O=C(c1cc(-c2cccs2)on1)N1CCN(c2ccc(F)cc2)CC1,-0.3,-30,9,1,-4,22,3,1.0,-14
COCCn1c(SCC(=O)Nc2nc3ccccc3s2)nnc1-c1ccoc1C,0.0,28,1,7,-7,24,14,-0.1,.
NS(=O)(=O)c1cccc(NC(=S)NC(=O)C23CC4CC(CC(C4)C2)C3)c1,-2.0,-17,-2,-7,30,42,5,-0.4,15
COc1ccccc1NC(=O)c1sc2ncn(Cc3cccc(C)c3)c(=O)c2c1C,0.1,4,-1,-13,-5,21,5,1.0,-1
CCOCCCn1c(=S)[nH]c2cc(C(=O)N3CCC(C(N)=O)(N4CCCCC4)CC3)ccc2c1=O,-0.4,26,5,-16,9,13,3,0.8,9
Cc1nc(N2CCCC2C(=O)O)c2oc3ccccc3c2n1 (configuration not stated),0.4,-12,14,4,10,2,10,0.5,-5
Cc1cccc2c(CCNC(=O)c3ccc([N+](=O)[O-])cc3)c[nH]c12,-1.8,-22,-4,-4,-21,13,4,-0.4,1
CN1CCOC(=O)/C1=N/Nc1cc(Cl)ccc1Cl,-0.9,12,-4,-6,-24,3,4,0.4,0
CCC1CCc2c(n(C)c3ccccc3c2=O)O1 (configuration not stated),-1.2,28,10,3[fluorescence artefact?],-9,35,5,-0.7,13
CC(=O)NCc1cn2c(C)csc2n1,-0.6,45,0,11[fluorescence artefact?],-13,10,10,0.6,.
CN1CCCC2(CCCN(Cc3nc(Cc4cccc(C(F)(F)F)c4)no3)C2)C1 (configuration not stated),-0.3,-2,7,-10,15,-7,8,0.8,25
CC(=O)Oc1ccc2c(C)cc(=O)[nH]c2c1,0.3,-7,10,.,7,5,14,0.7,7
COc1ccc(OCC(N)=O)cc1,1.4,-11,-5,-7,-2,-12,9,1.3,13
COc1ccc(CNCC(=O)Nc2cc(C)nn2-c2nc(C)cc(C)n2)cc1OC,2.0,-33,.,4,10,-8,2,0.3,2
CCOC(=O)C1CCCN(C(=O)c2ccccc2[N+](=O)[O-])C1 (configuration not stated),1.7,35,6,-14,0,8,10,1.0,9
COc1ccc(N(CC(=O)N/N=C/c2ccco2)S(=O)(=O)c2ccccc2)cc1Cl,0.3,-16,.,-1,21,31,9,0.1,17
